Screening data as filed in PubChem BioAssay.
G9a block – G9a (human) methyltransferase inhibition; Potency, µM (highest dose often 102 µM), for inactives: top-dose activity, negative = inhibition, actives largely listed as inhibitors; actives 8.8% (n = 350,000); G9a H3K9 monomethylation, AlphaScreen, 2 h; Q96KQ7; AID 504332; also: % is scaled to controls: 0 for no effect and ±100 for the full control effect; nearly all actives have a fitted effect of over 75% in size
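G9a (20 nM) preincubated 15 min RT with compounds, then 500 nM biotinylated H3K9 peptide and 20 uM SAM added; 2 h RT reaction. Monomethyl-H3K9 product detected by AlphaScreen with anti-H3K9me1 antibody, streptavidin donor and anti-rabbit IgG acceptor beads.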
APE1 inh – inhibitors of human APE1 endonuclease | P27695 | recombinant APE1, TAMRA/BHQ-2 abasic DNA cleavage fluorescence | Potency, µM (titrated, usually from 65.8 µM), for the others: at the highest dose activity change, negative = inhibition, most hits filed as inhibitors | actives 0.35% (n = 350,000) | AID 2517;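 also: plate controls were vehicle for no effect and reference inhibitor for full effect; nearly all actives have a fitted effect of over 55% in size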
Target sequence (P27695 whole entry, looked up): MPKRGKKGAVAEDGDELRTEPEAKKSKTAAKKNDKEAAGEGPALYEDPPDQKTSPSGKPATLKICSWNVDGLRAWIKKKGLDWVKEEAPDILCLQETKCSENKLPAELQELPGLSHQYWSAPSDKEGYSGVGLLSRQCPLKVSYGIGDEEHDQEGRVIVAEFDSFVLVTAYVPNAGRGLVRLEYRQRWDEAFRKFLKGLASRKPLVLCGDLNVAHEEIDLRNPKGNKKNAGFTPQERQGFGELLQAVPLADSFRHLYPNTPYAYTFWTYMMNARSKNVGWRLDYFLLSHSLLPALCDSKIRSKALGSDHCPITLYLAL
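Enzyme (0.75 nM final) and test compound are incubated 15 min at room temperature before adding 50 nM quenched THF abasic-site duplex. Cleavage dequenches TAMRA, followed at 525/598 nm over three reads one minute apart.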
Pol beta inh – inhibitors of human DNA polymerase beta | P06746 | Pol beta primer extension/strand displacement, fluorescence kinetic | Potency, µM (series often up to 114 µM), without a hit: top-dose activity change, negative = inhibition, hits mostly inhibitors | actives 1.3% (n = 340,000) | AID 485314; also: % is scaled to controls: 0 for no effect and ±100 for the full control effect
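Values derive from four-parameter Hill fits of normalized kinetic data: reads at 0 and 10 min following addition of 50 nM substrate to 10 nM Pol beta preincubated 15 min with compound.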
POLI inh – blocks human DNA polymerase iota activity | Q9UNA4 | Pol iota fluorescent replication assay, 10 min | Potency, µM (titrated, usually from 115 µM), without a hit: at the top dose activity, negative = inhibition, actives largely listed as inhibitors | actives 1% (n = 390,000)
Target sequence (Q9UNA4 whole entry, looked up): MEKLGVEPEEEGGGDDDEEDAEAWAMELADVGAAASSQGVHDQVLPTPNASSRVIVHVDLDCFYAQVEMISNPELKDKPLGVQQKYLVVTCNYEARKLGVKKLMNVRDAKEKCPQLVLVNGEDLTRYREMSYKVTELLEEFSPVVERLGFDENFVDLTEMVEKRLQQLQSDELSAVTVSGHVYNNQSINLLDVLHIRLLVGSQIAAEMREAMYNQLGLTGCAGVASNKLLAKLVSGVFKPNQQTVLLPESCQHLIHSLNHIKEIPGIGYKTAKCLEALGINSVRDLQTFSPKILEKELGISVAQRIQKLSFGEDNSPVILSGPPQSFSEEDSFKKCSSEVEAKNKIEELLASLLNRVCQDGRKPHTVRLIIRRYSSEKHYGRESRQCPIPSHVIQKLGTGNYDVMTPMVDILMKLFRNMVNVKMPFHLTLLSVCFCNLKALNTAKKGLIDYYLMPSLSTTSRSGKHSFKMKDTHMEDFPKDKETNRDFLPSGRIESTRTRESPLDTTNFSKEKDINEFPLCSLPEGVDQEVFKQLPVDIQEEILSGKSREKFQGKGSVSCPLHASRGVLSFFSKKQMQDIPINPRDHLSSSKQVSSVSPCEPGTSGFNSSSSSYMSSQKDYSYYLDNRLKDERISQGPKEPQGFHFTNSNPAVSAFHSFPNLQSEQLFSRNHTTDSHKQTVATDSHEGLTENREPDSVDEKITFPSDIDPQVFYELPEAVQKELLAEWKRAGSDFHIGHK
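Fluorescent replication assay read twice, at 0 min and 10 min after adding 50 nM (final) substrate. Enzyme (10 nM) and compounds were first incubated 15 min at room temperature; enzyme-free buffer wells were negative controls.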
JMJD2A Tudor – JMJD2A Tudor domain (human) inhibition; AlphaScreen JMJD2A-Tudor / H3K4me3 peptide binding; actives 4.4% (n = 390,000); AID 504339; Potency, µM (titrated, usually from 114 µM), for inactives: top-dose activity change, negative = inhibition, hits mostly inhibitors; also: % is scaled to controls: 0 for no effect and ±100 for the full control effect; nearly all actives have a fitted effect of over 50% in size
POLK inh – DNA polymerase kappa (human) inhibition; Q9UBT6; purified Pol kappa, fluorescent DNA synthesis assay, 10 min; Potency, µM (highest dose often 107 µM), without a hit: at the highest dose activity, negative = inhibition, most hits filed as inhibitors; actives 0.53% (n = 400,000); AID 588579; also: % is scaled to controls: 0 for no effect and ±100 for the full control effect
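Fluorescent qHTS in 1536-well format: enzyme (10 nM) and compound sat 15 min at room temperature before 50 nM substrate (final) was added. Signal taken at 0 and 10 min; no-enzyme buffer wells were negative controls.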
POLH inh – inhibitors of human DNA polymerase eta. Q9Y253. recombinant Pol eta, fluorescent DNA replication assay. Potency, µM (highest dose often 114 µM), for inactives: at the top dose activity change, negative = inhibition, actives largely listed as inhibitors. actives 1.2% (n = 390,000). AID 588591; also: % is scaled to controls: 0 for no effect and ±100 for the full control effect
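Pol eta (10 nM) was preincubated with compounds for 15 min at room temperature, after which fluorescent replication substrate (50 nM final) was added to start the reaction. Fluorescence was read kinetically at 0 and 10 min.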
BLM helicase inh – Bloom syndrome helicase (human) inhibition | P54132 | recombinant BLM DNA unwinding, fluorescence dequenching | Potency, µM (titrated, usually from 56.1 µM), for inactives: top-dose activity change, negative = inhibition, actives largely listed as inhibitors | actives 0.2% (n = 350,000);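 also: plate controls were vehicle for no effect and no enzyme for full effect; nearly all actives have a fitted effect of over 35% in size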
BAZ2B block – BAZ2B (human) inhibition | actives 4.4% (n = 360,000) | Q9UIF8 | AlphaScreen BAZ2B-H3K14Ac peptide displacement | Potency, µM (highest dose often 114 µM), for inactives: top-dose activity change, negative = inhibition, hits mostly inhibitors; also: % is scaled to controls: 0 for no effect and ±100 for the full control effect; nearly all actives have a fitted effect of over 60% in size
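Compounds, titrated to a top concentration of 110 uM, were incubated 30 min at room temperature with preformed BAZ2B/acetyl-K14 H3 peptide complex (50 nM each). Proximity signal was measured by AlphaScreen after 20 min with beads.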
Numbers without * were called inactive; ? = inconclusive; nt = no result given; & = joins results of further samples; [ ] = dose if it differs, or a comment. Calls follow the shape of the dose curve; as a rule, active = well fitted curve in the direction sought with a large enough effect; inconclusive = small, poorly fitted or top-dose-only effect, or another doubt; inactive = no such curve, though single readings can be large; an effect the other way counts as inactive or inconclusive. Potency is read from the fitted curve at half-maximal effect. These rows are one share of the data, so the mix of outcomes need not match the whole.

SMILES	G9a block	APE1 inh	Pol beta inh	POLI inh	JMJD2A Tudor	POLK inh	POLH inh	BLM helicase inh	BAZ2B block
CN1CCN(c2nc(Nc3cccc(C(F)(F)F)c3)nc(N3CCOCC3)n2)CC1	-5%[59 µM]	-6%	3%	1%	-18%	-8%	-19%	-1%	-7%
CCOC(=O)C(C(=O)NCc1ccc(C)cc1)c1ncc(C(F)(F)F)cc1Cl (stereo not given)	18%[12.7 µM]	0%	24%	7%	-5%	-9%	-5%	-1%	10%
CC(C)(C)NCC(O)c1ccc(O)c(CO)c1 (stereo not given)	3%[59 µM]	?	10%&12%[57.1 µM]	8%&6%[58.9 µM]	nt	-6%&-9%&-5%&2%&-4%[60.1 µM]	-4%&-3%[57.1 µM]	-11%&-14%&3%	nt
CCCCc1nc2cc(C(=O)N3CCCC(COC)C3)ccc2o1 (stereo not given)	-8%	-4%	32%	20%	-2%	-4%	-10%	-1%	1%
Cc1cc(S(=O)(=O)ON2C(=O)c3ccccc3C2=O)ccc1F	7.1µM*	20%	42%	?	79µM*	-23%	-4%	-3%	-26%
CC(C)C1COc2cc3oc(=O)ccc3cc2O1 (stereo not given)	-29%[2.33 µM]	?	nt	nt	nt	-8%[60.1 µM]	nt	2%	nt
COc1ccc([N+](=O)[O-])cc1NC(=O)C(C)OC(=O)c1ccccn1 (stereo not given)	3%	?	0%	45%[activator]	-21%	-1%	-18%	-5%	-15%
Fc1ccc(COc2ccccc2CNCc2ccncc2)cc1	?	0%	13%	-17%	-8%	-21%	-24%	-6%	-26%
O=C(COC(=O)C1=COCCO1)NCc1ccc(F)cc1	16%	8%	14%	1%	-9%	-3%	1%	0%	-1%
Cc1ccc(NC(=O)C(C)Sc2nnc(-c3cccnc3)o2)cc1 (stereo not given)	-17%[59 µM]	14%	36%	9%	-9%	3%	15%	-2%	-4%
O=C(Nc1cc(S(=O)(=O)N2CCOCC2)ccc1Cl)c1ccc(=O)[nH]c1	-29%	-8%	nt	40%[activator]	-14%	-1%	-18%	nt	10%
Cc1ccc(C)c(NC(=O)CSc2nnc(-c3cc4occc4n3C)n2-c2ccccc2C)c1	?	nt	18%	14%	?	4%	-12%	-8%	?
CCOC(=O)c1c(S(=O)(=O)NCC(=O)N2CCN(c3cccc(Cl)c3)CC2)c(C)n(C)c1C	-27%[59 µM]	nt	0%	-7%	-35%	-13%[60.1 µM]	-8%	1%	-21%
CC1(c2ccc3ccccc3c2)NC(=O)N(CC(=O)N2CCN(Cc3ccc(C#N)cc3)CC2)C1=O (stereo not given)	?	6%	nt	8%	-16%	-13%	-8%	nt	2%
COc1ccc(CNC(=O)CCCn2nc(C)c3c(C)n(-c4ccc(C)cc4)nc3c2=O)cc1OC	-14%	44%	20%&-2%	38%&48%	-18%&-2%	1%&15%	-15%&11%	1%&-1%	-11%&-8%

Among those listed so far, these contain a Cl atom.
SMILES	G9a block	APE1 inh	Pol beta inh	POLI inh	JMJD2A Tudor	POLK inh	POLH inh	BLM helicase inh	BAZ2B block
CCOC(=O)C(C(=O)NCc1ccc(C)cc1)c1ncc(C(F)(F)F)cc1Cl (stereo not given)	18%[12.7 µM]	0%	24%	7%	-5%	-9%	-5%	-1%	10%
O=C(Nc1cc(S(=O)(=O)N2CCOCC2)ccc1Cl)c1ccc(=O)[nH]c1	-29%	-8%	nt	40%[activator]	-14%	-1%	-18%	nt	10%
CCOC(=O)c1c(S(=O)(=O)NCC(=O)N2CCN(c3cccc(Cl)c3)CC2)c(C)n(C)c1C	-27%[59 µM]	nt	0%	-7%	-35%	-13%[60.1 µM]	-8%	1%	-21%

Later entries:
SMILES	G9a block	APE1 inh	Pol beta inh	POLI inh	JMJD2A Tudor	POLK inh	POLH inh	BLM helicase inh	BAZ2B block
CCCn1c(N)c(N(CCOC)C(=O)c2ccc(N3CCCC3=O)cc2)c(=O)[nH]c1=O	56µM*	4%	nt	9%	0%	3%	-25%	nt	5%
O=c1[nH]c(CSc2ccccn2)nc2c1oc1ccccc12	-4%	-2%	2%	52%[activator]	-6%	8%	-6%	-1%	-33%
CCOc1ccc(C(C)NC(=S)NCc2ccc(Cl)cc2)cc1 (stereo not given)	25%	8%	-19%	-18%	-4%	-3%	-26%	-16%	-38%
Cc1ccc(S(=O)(=O)N2CCN(C(=O)Cc3c(F)cccc3Cl)CC2)cc1	19%[59 µM]	3%	nt	21%	-18%	-20%	3%	nt	-3%
Cc1cccc(NC(=O)C2(C)CC3c4ccccc4C2c2ccccc23)c1C (stereo not given)	7%[59 µM]	3%	8%	3%	-15%	-13%	-3%	1%	-1%
Cc1cc(C)c(NC(=O)/C(C#N)=C/c2ccc(OCc3ccc(F)cc3)cc2)c(C)c1	-13%	-3%	-22%	143%[activator]	5%	-7%	-24%	-13%	-5%
S=C(c1c[nH]c2ccccc12)N1CCOCC1	11µM*	-11%	-1%	156%[activator]	-26%	-8%	-3%	-3%	-20%
O=C(Cc1ccc(Br)cc1)NCCc1ccc(Cl)cc1Cl	-4%	-6%	-4%	-12%	1%	-5%	-13%	-2%	6%
CN(C)S(=O)(=O)c1ccc2c(c1)N(CC(=O)N1CCN(c3ccccc3F)CC1)CCS2	-2%[59 µM]	nt	-19%	-7%	-20%	-9%[60.1 µM]	-4%	0%	-23%
c1ccc(C[C@H]2CNCCN2CCc2cccc3ccccc23)cc1	-12%[2.33 µM]	48%	nt	?	?	-4%	-6%	nt	?
O=C1CN(C(=O)COc2ccc(Br)cc2)c2ccccc2N1	2%	4%	-20%	40%[activator]	-24%	-2%	-12%	2%	-20%
CC1(C)Cc2c(c(N3CCCC3)nc3sc4c(N5CCN(CCO)CC5)ncnc4c23)CO1	-6%[59 µM]	-9%	-8%	9%	?	-15%	-14%	4%	?
CCCCNC(=O)C1CCN(S(=O)(=O)N2CCCCCC2)CC1	3%	-2%	2%	22%	-7%	1%	-11%	1%	-1%
CCC(C)NC(=O)C1c2cc(OC)c(OC)cc2C(=O)N(C)C1c1ccc(OC)cc1 (stereo not given)	6%[59 µM]	4%	5%	29%	-10%	-6%	2%	4%	1%
CCC(C)N(C(=O)COC(=O)c1nc2nc(C)cc(C)n2n1)C1CCS(=O)(=O)C1 (stereo not given)	16µM*	-8%	nt	10%	-1%	-18%	0%	nt	-4%
CCc1cccc(NC(=O)c2cccc3c2C(=O)N(C2CCCCC2)C3)c1	-1%	3%	-1%&9%	12%&2%	12%&-11%	-4%&-16%	-22%&-24%	-10%&-9%	-2%[57.1 µM]
COc1ccccc1/C=C(/NC(=O)c1ccc(Cl)cc1Cl)C(=O)O	1%[59 µM]	24%	-1%	9%	-10%	5%	-7%	1%	-5%
Cc1ccc(NC(=O)c2cnccn2)c(OC(F)F)c1	-6%[59 µM]	-1%	-7%	15%	-9%	-2%	2%	-4%	6%
COc1cc(NC(=S)N2CCN(CCO)CC2)cc(OC)c1	-3%	32%	-22%	11%	-15%	-1%	-16%	-4%	4%
COc1ccc(N2C(S)=C(C#N)C(=O)NC23CCCCC3)cc1	35µM*	-4%	3%	42%[activator]	-14%	3%	-12%	-2%	?
Cc1nn(C)c2c1c(C(F)(F)F)cc(=O)n2C(C)C(=O)NCc1ccccc1Cl (stereo not given)	30%[59 µM]	nt	15%	19%	-6%	0%	-17%	0%	-29%
O=C1C2C3C=CC(C3)C2C(=O)N1c1ccc(N2CCN(c3ccccn3)CC2)c([N+](=O)[O-])c1 (stereo not given)	?	-6%	?	30%	?	8%	-15%	-3%	?
CC1(C)Oc2ccc(C(=O)N3CCCC3)cc2N(CC(=O)NCc2ccccc2)C1=O	-4%	14%	18%	11%	-3%	-16%	3%	0%	13%
COc1ccc(-n2c(=O)c3c4c(sc3n(CC(=O)Nc3cc(C)[nH]n3)c2=O)CCC4)c(OC)c1	?	-6%	-5%	79µM*	89µM*	0%	-2%	-3%	nt
Cc1ccc(CS(=O)(=O)Cc2ccc(C(=O)NCC3CCCO3)o2)cc1 (stereo not given)	-30%[0.0925 µM]	-2%	68%	14%	-10%	-11%	-2%	-1%	11%
O=C(NCc1ccc(F)cc1)c1ccccc1OCc1ccccc1	17%[59 µM]	-1%	36%	4%	24%	-12%	?	-10%	61%[activator]
COc1ccc(CC(=O)n2nc(-c3ccc(Cl)cc3)nc2NCc2ccco2)cc1	-4%	-5%	27%	-4%[58.9 µM]	-13%	-4%	-9%	-8%	-8%
COc1cccc2cc(C(=O)C3=C(O)C(=O)N(CCN4CCOCC4)C3c3ccc(C(C)(C)C)cc3)oc12 (stereo not given)	32µM*	-19%	-13%	?	56µM*	?	-9%	-13%	-29%
COC(=O)C[N+](C)(C)CC#Cc1ccccc1	7%[59 µM]	-4%	0%	-18%	-9%	-13%	?	8%	3%
CCCOc1ccc(/C=N/NC(=O)c2c(-c3ccccc3)noc2C)cc1OC	nt	-4%	-2%	nt	nt	nt	nt	-5%	-18%
CCCn1c(SCC(=O)N(CC)c2c(N)n(Cc3ccccc3)c(=O)[nH]c2=O)nnc1-c1ccncc1	nt	nt	nt	27%	-4%	-1%	-17%	nt	nt

Record cards, from the list above. Order of values: G9a block | APE1 inh | Pol beta inh | POLI inh | JMJD2A Tudor | POLK inh | POLH inh | BLM helicase inh | BAZ2B block
CC1(C)Oc2ccc(C(=O)N3CCCC3)cc2N(CC(=O)NCc2ccccc2)C1=O reads -4% | 14% | 18% | 11% | -3% | -16% | 3% | 0% | 13%
CCCOc1ccc(/C=N/NC(=O)c2c(-c3ccccc3)noc2C)cc1OC reads nt | -4% | -2% | nt | nt | nt | nt | -5% | -18%
Cc1nn(C)c2c1c(C(F)(F)F)cc(=O)n2C(C)C(=O)NCc1ccccc1Cl (stereo not given) reads 30%[59 µM] | nt | 15% | 19% | -6% | 0% | -17% | 0% | -29%
Cc1ccc(CS(=O)(=O)Cc2ccc(C(=O)NCC3CCCO3)o2)cc1 (stereo not given) reads -30%[0.0925 µM] | -2% | 68% | 14% | -10% | -11% | -2% | -1% | 11%
COC(=O)C[N+](C)(C)CC#Cc1ccccc1 reads 7%[59 µM] | -4% | 0% | -18% | -9% | -13% | ? | 8% | 3%
